# All columns: NCI-60 one-dose screen, growth in % after 48 h at 10 µM unless noted; 100 = growth as untreated, 0 = no growth, -100 = all killed.
# SK-OV-3: SK-OV-3 ovarian cancer cells. 80,000 compounds, 3.2% hits
# SN12C: SN12C renal cancer cells; 81,000 compounds, 3.8% hits; AID 1794767
# NCI/ADR-RES: NCI/ADR-RES ovarian cells | 81,000 compounds, 4.4% hits | AID 1794790
# NCI-H23: NCI-H23 lung cancer; 80,000 compounds, 4% hits; AID 1794731
# OVCAR-5: OVCAR-5 ovarian cancer; 82,000 compounds, 2.9% hits
# OVCAR-4: OVCAR-4 ovarian cancer cells | 80,000 compounds, 3.7% hits
# OVCAR-3: OVCAR-3 ovarian cancer; 79,000 compounds, 7% hits
# NCI-H226: NCI-H226 lung cancer; 79,000 compounds, 3.5% hits
# IGROV1: IGROV1 ovarian cancer. 79,000 compounds, 4.7% hits
# The depositor's hits bear a star; / = no result given. The calls were made as follows: active = growth percent below 10; inactive = the rest. Rows were taken by chance; any-hit rate near 9.4%.
SMILES,SK-OV-3,SN12C,NCI/ADR-RES,NCI-H23,OVCAR-5,OVCAR-4,OVCAR-3,NCI-H226,IGROV1
Clc1ccc(-c2nc(NCCc3ccccc3)nc3c(NCCc4ccccc4)cnn23)cc1,75.8,80.7,74.5,50.8,91.2,7.7*,48.9,99.7,71.5
Cc1ccc2c(n1)C[C@H](C#N)CC[C@H]2C,105.8,100.4,105.8,98.3,105.2,112.0,116.3,103.7,105.3
CC(=O)OCCSC#N,97.3,97.8,93.5,86.0,87.6,94.4,101.1,89.9,99.6
O=S(=O)(NC1C2c3ccccc3C(c3ccccc32)C1O)c1ccc(Cl)cc1Cl (stereo not given),105.7,90.5,93.3,95.3,89.1,106.1,113.2,92.9,94.7
Cc1cc(=O)oc2cc(Oc3ccc(Nc4ncnc5onc(-c6ccccc6)c45)cc3)ccc12,/,96.1,96.9,89.5,105.7,91.0,110.5,/,100.4
COc1cc(C2CC(=O)Nc3c2c(C)nn3-c2nc3ccccc3[nH]2)c(OC)c(OC)c1OC (stereo not given),40.0,73.9,57.7,82.6,104.4,73.1,12.2,89.7,76.9
COC(OC)C1(C)NC(=O)N(C)C1=O (stereo not given),107.2,106.3,100.6,96.4,103.3,117.6,103.7,108.6,107.1
Sc1c(Br)cc(Br)cc1Br.[Ag],118.2,99.5,102.8,94.5,102.7,114.1,106.0,99.2,105.8
COc1cc(C2CC(c3ccc(Cl)cc3)=NN2)ccc1Oc1nc2c(c(=O)n(C)c(=O)n2C)n1C (stereo not given),101.9,85.6,85.4,96.5,100.9,89.3,104.2,87.3,100.3
CCCCOc1ccccc1C(=O)OC,101.7,95.5,106.5,101.0,106.2,100.2,112.7,97.9,112.4
O=C(CS(=O)(=O)c1ccc(Br)cc1)Nc1ccccc1C(=O)O,107.9,110.0,109.1,110.8,112.1,108.1,104.7,103.0,107.6
Cc1ccc2nc(SCc3ccccc3F)n(-c3ccccc3)c(=O)c2c1,118.2,90.6,89.0,93.9,116.1,98.9,114.5,96.7,105.4
O=C1c2cccc3c(-c4ccc(-c5nc6c7ccccc7c7ccccc7c6[nH]5)cc4)ccc(c23)C(=O)N1CCN1CCNCC1,102.2,93.4,57.8,83.3,107.8,-23.2*,91.5,94.9,72.4
NC(=S)N/N=C\c1nccc2c(C(F)(F)C(F)(F)C(F)(F)F)cccc12,-21.8*,15.6,-11.6*,9.5*,42.3,/,4.2*,-27.3*,6.0*
COc1ccc(-c2nn(-c3cccc(Cl)c3)cc2/C=C2\NC(=S)N(c3ccc(OC)cc3)C2=O)cc1,47.3,97.7,94.7,77.8,95.0,112.6,97.3,81.6,/

# Reprinted from the part before: 2 entries; new compounds follow.
SMILES,SK-OV-3,SN12C,NCI/ADR-RES,NCI-H23,OVCAR-5,OVCAR-4,OVCAR-3,NCI-H226,IGROV1
NC(=S)N/N=C\c1nccc2c(C(F)(F)C(F)(F)C(F)(F)F)cccc12,-21.8*,15.6,-11.6*,9.5*,42.3,/,4.2*,-27.3*,6.0*
COc1ccc(-c2nn(-c3cccc(Cl)c3)cc2/C=C2\NC(=S)N(c3ccc(OC)cc3)C2=O)cc1,47.3,97.7,94.7,77.8,95.0,112.6,97.3,81.6,/
Nc1nc(-c2ccccc2)nc2[nH]nc(NCc3ccccn3)c12,/,98.4,118.3,112.1,99.5,98.3,106.3,111.4,109.2
Cc1noc(N)c1C(=O)Nc1ccc(F)cc1,112.6,106.2,112.3,104.7,107.7,108.5,111.0,107.1,116.0
CC(Cl)C(Cl)(Cl)C(O)NC(=O)CCl (stereo not given),96.4,91.5,100.8,96.4,100.0,100.4,106.4,85.2,103.4
CCc1onc(-c2ccc(OC)cc2)c1-c1ccccc1OCCN(CC)CC,100.8,91.4,75.2,85.4,91.5,90.8,96.8,93.5,83.3
CC(C)N(CCOC(=O)c1cc(I)c(-c2ccccc2)cc1O)C(C)C,93.5,87.9,107.7,105.9,97.1,105.3,106.9,95.6,85.7
CC(C)(C)n1cc(-c2ccnc(NCCNS(=O)(=O)c3ccc(C(F)(F)F)cc3)c2)c(-c2cccc(O)c2)n1,86.3,52.8,56.7,55.8,72.2,50.5,68.1,67.2,71.4
N/C(=N\c1nc2ccccc2s1)NC(=O)Nc1ccccc1Cl,31.8,42.2,6.4*,34.9,32.5,69.3,-14.2*,35.3,20.8
FC(F)(F)c1ccc2c(c1)C(c1cncnc1)=C1CCCN3Cc4ccccc4C123 (stereo not given),103.9,97.7,101.8,98.4,96.0,91.7,/,96.4,97.5
CC(C(O)C(F)(F)F)[N+](C)(C)C (stereo not given),96.2,101.7,99.6,88.7,125.5,101.0,96.9,96.4,115.7
COc1ccc(/C(CSc2nc3[nH]c(=O)n(C)c(=O)c3[nH]2)=N\O)cc1,/,105.8,110.6,102.9,105.2,114.5,104.1,97.3,106.2
CC1(C)[C@@H](O)/C(=C\c2cccnc2)C[C@]2(C)[C@H]3CC=C4[C@@H]5C[C@](C)(C(=O)O)CC[C@]5(C)CC[C@@]4(C)[C@]3(C)CC[C@@H]12,103.9,101.6,106.0,106.6,101.0,104.9,111.7,91.6,97.5
COc1ccc(C2=NOC(C(=O)N3CCOCC3)C2)cc1OC1CCCC1 (stereo not given),/,104.3,99.2,96.0,105.6,107.4,113.8,/,109.7
C/C(=C(/c1ccccc1)c1ccc(N2C(=O)c3cccc4c(NC5CCCCC5)ccc(c34)C2=O)cc1)c1ccccc1,88.3,91.3,100.0,84.8,98.8,90.0,92.8,92.3,80.6
CCOc1cc(/C=C/C(=O)C(C(=O)/C=C/c2ccc(OC(=O)CNc3nnc(C)s3)c(OCC)c2)C(=O)CNc2nnc(C)s2)ccc1OC(=O)CNc1nnc(C)s1,43.6,-3.2*,7.8*,-2.2*,-11.7*,23.1,11.3,-14.8*,-53.7*
N#CCS(=O)(=O)c1cccc[n+]1[O-],108.7,100.4,101.7,110.2,104.5,100.4,117.6,112.1,105.4
COc1ccc(/C=C2\N=C(c3ccccc3)N(c3cc(OC)c(OC)cc3C(=O)N3N=C(C)CC3=O)C2=O)cc1O,102.9,116.4,107.3,101.6,102.8,99.8,113.8,97.8,103.2
O=C1CCCc2ccccc21,88.1,98.8,108.2,106.9,109.0,91.9,110.3,90.1,84.0
C=CCN(CC=C)C1=CC(=O)C(=O)c2ccccc21,98.6,101.6,100.0,91.0,100.5,106.0,89.2,84.9,92.5
O=C(C1=Cc2cccn2Cc2cnnn21)c1ccc(-c2ccccc2)cc1,101.1,96.4,79.3,99.1,106.7,89.9,98.3,83.3,92.8
COc1ccc(Oc2nc(Nc3ccc(N4CCOCC4)cc3)ncc2NC(=O)Cc2cc(OC)cc(OC)c2)cc1,117.9,111.7,102.6,105.7,120.1,102.3,118.5,100.4,109.0
BrCCN1CCOC1=Nc1ccccc1,110.2,104.1,99.9,108.9,100.2,102.5,119.6,101.3,109.0
COC(=O)[C@H](C)N(C)C(=O)[C@@H]1CSSC[C@@H](NC(=O)c2nc3ccccc3cc2O)C(=O)NCC(=O)N1C,129.4,86.7,105.9,95.1,127.4,103.5,85.7,92.1,115.9
O=C(O)C(CO)c1ccccc1 (stereo not given),107.3,99.8,109.9,107.5,104.6,99.2,124.6,111.1,117.0
COc1ccc(C2C=C(C)N=C3SC(C)=CN32)cc1 (stereo not given),109.9,95.3,111.6,112.3,119.2,111.0,/,97.6,115.8
CC(C)OC(=O)Nc1ccc(-c2nc(-c3cccc(O)c3)c(-c3ccnc(Br)c3)[nH]2)cc1,58.7,69.7,81.9,80.6,83.7,58.4,68.4,57.0,58.8
O=C(O)c1ccc(Br)nc1,92.3,98.1,101.9,102.0,86.1,98.6,101.6,98.4,106.7
Fc1ccc2nc(Cl)c(Cn3nnc(Cc4ccccc4)n3)cc2c1,94.1,92.3,97.9,83.1,95.8,90.2,95.8,81.3,82.3
CCCCCCCCc1ccc(O)c(Cl)c1,115.3,102.8,117.1,110.2,93.5,100.2,116.2,102.5,106.3
Nc1nn2c(-c3cc4cc(Br)ccc4oc3=O)ccnc2c1N=Nc1ccccc1,-6.8*,-24.4*,-16.7*,1.7*,16.8,-5.3*,27.1,-55.6*,13.1
CC1C(=NC(=O)c2cnccn2)C(C)C(c2ccc(Cl)cc2)NC1c1ccncc1 (stereo not given),94.4,93.3,90.3,94.0,103.0,121.9,112.7,100.7,/

# In the list so far, these have fluorine:
SMILES,SK-OV-3,SN12C,NCI/ADR-RES,NCI-H23,OVCAR-5,OVCAR-4,OVCAR-3,NCI-H226,IGROV1
Cc1ccc2nc(SCc3ccccc3F)n(-c3ccccc3)c(=O)c2c1,118.2,90.6,89.0,93.9,116.1,98.9,114.5,96.7,105.4
NC(=S)N/N=C\c1nccc2c(C(F)(F)C(F)(F)C(F)(F)F)cccc12,-21.8*,15.6,-11.6*,9.5*,42.3,/,4.2*,-27.3*,6.0*
Cc1noc(N)c1C(=O)Nc1ccc(F)cc1,112.6,106.2,112.3,104.7,107.7,108.5,111.0,107.1,116.0
CC(C)(C)n1cc(-c2ccnc(NCCNS(=O)(=O)c3ccc(C(F)(F)F)cc3)c2)c(-c2cccc(O)c2)n1,86.3,52.8,56.7,55.8,72.2,50.5,68.1,67.2,71.4
FC(F)(F)c1ccc2c(c1)C(c1cncnc1)=C1CCCN3Cc4ccccc4C123 (stereo not given),103.9,97.7,101.8,98.4,96.0,91.7,/,96.4,97.5
CC(C(O)C(F)(F)F)[N+](C)(C)C (stereo not given),96.2,101.7,99.6,88.7,125.5,101.0,96.9,96.4,115.7
Fc1ccc2nc(Cl)c(Cn3nnc(Cc4ccccc4)n3)cc2c1,94.1,92.3,97.9,83.1,95.8,90.2,95.8,81.3,82.3

# The list goes on.
SMILES,SK-OV-3,SN12C,NCI/ADR-RES,NCI-H23,OVCAR-5,OVCAR-4,OVCAR-3,NCI-H226,IGROV1
CCCCCCn1c(-c2ccc(OC)c(OC3CCCC3)c2)nc(-c2ccccc2)c1-c1ccccc1,75.0,60.2,68.9,55.5,76.8,43.4,61.5,/,67.7
COc1cccc(-c2nn(-c3ccccc3)cc2-c2ccnc(NCCN)c2)c1,98.3,87.5,80.5,90.6,109.0,77.9,83.8,88.3,83.9
CCCCOc1nc2ccc(OC)cc2cc1C(c1cn(CCCC)c2ccc(F)cc12)c1cn(CCCC)c2ccc(F)cc12,100.0,96.1,109.7,104.1,104.6,106.9,121.8,103.1,113.3
O=C1[C@H]2Cc3c([nH]c4ccccc34)[C@@H](c3ccc(Br)cc3)N2C(=O)CN1C1CCN(Cc2ccccc2)CC1,/,12.9,/,/,65.0,48.3,68.1,39.5,18.7
Cc1nnc2n1N=C(c1ccc(Cl)cc1)CS2,109.8,96.9,100.5,98.0,101.2,103.4,/,93.7,103.9
COc1cccc(-c2cc(-c3ccc(NS(C)(=O)=O)cc3)[nH]c(=O)c2C#N)c1,115.5,92.6,101.7,99.8,99.4,101.3,104.3,97.6,90.9
OCC1OC(n2cnc3c(N4CCCC4)ncnc32)C(O)C1O (stereo not given),96.7,71.9,/,94.6,104.8,92.9,93.8,68.9,/
O=C1C=CC(n2cc(F)c(=O)[nH]c2=O)O1 (stereo not given),68.2,64.4,85.1,65.2,128.2,74.9,57.5,86.0,103.5
COc1ccc(-c2nc(SC(C)C)nc(NNC(N)=S)c2C#N)cc1,73.0,55.1,19.6,69.7,66.0,86.3,18.2,86.4,52.6
Nc1nc(N)nc(C2CC3C=CC2C3)n1 (stereo not given),98.7,108.8,102.7,95.8,105.5,108.7,112.0,107.3,92.1
Nc1nc2c(ncn2CCC(CO)CO)c(=O)[nH]1,112.1,94.5,98.8,100.2,91.3,119.7,120.9,104.2,115.2
CC(=O)c1cn2ccc3ccccc3c2c1[Si](C)(C)C,115.0,86.1,78.7,77.2,93.7,70.9,94.8,88.2,93.7
C=CCc1cc(-c2ccc(O)c(CC=C)c2)ccc1O,112.0,94.0,94.3,91.6,116.5,93.0,102.5,112.1,112.1
COc1c(/C(C)=N/N=c2sc(C(C)=O)nn2-c2ccc([N+](=O)[O-])cc2)c(Oc2ccccc2)c(OC)c2occc12,129.2,106.5,94.0,93.7,97.7,98.7,93.7,97.6,101.6
O=C(O)CCNC(=O)CCc1nc2c(=O)[nH]c(=S)[nH]c2[nH]c1=O,111.7,104.4,96.6,95.4,107.2,104.4,115.9,95.3,106.7
N#Cc1c(N2CCCCC2)nc2c(c1C#N)CCc1ccccc1-2,116.2,98.3,97.4,91.4,93.5,105.3,99.1,96.0,87.6
CC1=NN(c2cccc(Cl)c2)C(=O)/C1=C\c1cn(CC(O)Cn2cc(/C=C3\C(=O)N(c4cccc(Cl)c4)N=C3C)c3ccccc32)c2ccccc12,110.4,99.7,110.9,104.9,101.7,102.9,102.1,109.5,104.2
COc1ccc(C2C3Cc4cc(OC)c(OC)cc4C3=NN2C(=O)Nc2ccc(F)cc2)cc1OC (stereo not given),106.6,96.5,98.9,98.8,114.9,126.4,112.8,108.6,113.6
CS(=O)(=O)Oc1ccc(C(=O)CC2(O)C(=O)Nc3ccccc32)cc1 (stereo not given),106.9,97.3,93.6,94.4,99.4,97.6,/,101.1,88.2
CC(=O)ON1CCCC(P(=O)(OCOC(=O)C(C)(C)C)OCOC(=O)C(C)(C)C)C1=O (stereo not given),6.6*,-1.1*,-2.0*,-16.6*,17.7,13.3,2.6*,-4.9*,-28.4*
CCCCCCCCCCOC(=O)c1ccc(OC)cc1,87.7,95.5,109.2,99.2,109.1,110.5,118.9,95.3,110.3
CCC(C)CC(CC)NCCN1CCN(C(CC)CC(C)CC)C1=S (stereo not given),56.2,36.9,56.4,42.5,37.2,37.8,39.5,47.0,52.7

# Assay outcomes deposited in PubChem by NCI.
